# LmPK inhibitor – inhibitors of Leishmania mexicana pyruvate kinase; actives 0.37% (n = 290,000); Potency, µM (series often up to 57.5 µM), for inactives: at the highest dose activity change, negative = inhibition, most hits filed as inhibitors; purified LmPK, Kinase-Glo ATP luminescence, 1 h; AID 1721; further: potency means the concentration at half of the fitted maximal effect; on the % scale 0 is the no-effect control and ±100 the full control effect
# Target sequence (Q27686 whole entry, looked up): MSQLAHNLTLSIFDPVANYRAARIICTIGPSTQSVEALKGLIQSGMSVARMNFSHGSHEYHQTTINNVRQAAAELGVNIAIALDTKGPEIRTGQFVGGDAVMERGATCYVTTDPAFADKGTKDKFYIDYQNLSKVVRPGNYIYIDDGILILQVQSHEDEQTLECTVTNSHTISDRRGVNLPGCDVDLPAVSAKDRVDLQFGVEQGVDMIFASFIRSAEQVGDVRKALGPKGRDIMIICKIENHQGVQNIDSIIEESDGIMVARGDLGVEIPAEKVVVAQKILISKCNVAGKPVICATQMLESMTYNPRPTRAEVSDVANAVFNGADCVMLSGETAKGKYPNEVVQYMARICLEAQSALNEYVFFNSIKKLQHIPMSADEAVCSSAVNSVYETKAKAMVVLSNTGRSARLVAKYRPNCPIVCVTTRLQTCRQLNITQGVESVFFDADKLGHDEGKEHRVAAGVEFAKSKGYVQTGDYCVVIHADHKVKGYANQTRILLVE
#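 Kinase-Glo luminescence read after 1 h RT reaction of 0.1 nM LmPK with 0.5 mM PEP and 0.1 mM ADP. Activity scaled between uninhibited and enzyme-free controls.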
# HCV inhibitor – HCV inhibition; AID 651820; Huh7.5.1 HCVcc-Cre infection, luciferase reporter, 44 h; Potency, µM (doses to about 41.8 µM), inactives show at the top dose activity change, negative = inhibition, most hits filed as inhibitors; actives 3.4% (n = 340,000); further: potency means the concentration at half of the fitted maximal effect; on the % scale 0 is the no-effect control and ±100 the full control effect
#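 Infectious HCVcc-Cre (~0.5 moi) was added to cells just after compound, with cells seeded 4 h earlier at 1,000 per well. Luciferase activity after 44 h culture reported infection; substrate was incubated 15 min at room temperature before reading.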
# TbPYK inhibitor – T. brucei pyruvate kinase inhibition; AID 624173; Potency, µM (highest dose often 76.8 µM), inactives show at the highest dose activity, negative = inhibition, usual class: inhibitors; actives 0.12% (n = 410,000); TbPYK enzyme, Kinase-Glo Plus ATP luminescence, 45 min; further: potency means the concentration at half of the fitted maximal effect; on the % scale 0 is the no-effect control and ±100 the full control effect; nearly all actives have a fitted effect of over 50% in size
#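 TbPYK + substrate in 50 mM TEA pH 7.2, 100 mM KCl, 10 mM MgCl2, 0.05% BSA, 0.01% Tween-20; cpd pinned; ADP 130 uM final; 45 min RT; Kinase-Glo Plus 10 min; luminescence endpoint.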
# Pf growth 48h – inhibits P. falciparum growth in the first generation, 48 h. P. falciparum luciferase growth in erythrocytes, 48 h. Potency, µM (titrated, usually from 28.7 µM), for the others: top-dose activity change, negative = inhibition, hits mostly inhibitors. actives 5.9% (n = 310,000); further: potency means the concentration at half of the fitted maximal effect; on the % scale 0 is the no-effect control and ±100 the full control effect
#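 Luminescence readout; reporter = integrated firefly luciferase in P. falciparum. RBC culture at 2% hematocrit, 0.1% parasitemia final, 37 C/5% CO2; decreased signal taken as growth inhibition.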
# Cycloheximide cs – affects cycloheximide protein synthesis inhibition readout, counter-screen | cell reporter, cycloheximide protein synthesis inhibition counterscreen | max response, % | actives 12% (n = 300,000); in the data active means max response mostly above about 13%, no sharp cut-off; inactive means mostly below about 14%; further: read at 38.3 µM for the half of the compounds with a filed dose; 0% is about no effect
# Pf growth 96h – P. falciparum growth inhibition at 96 hours | Potency, µM (titrated, usually from 28.7 µM), for inactives: at the highest dose activity change, negative = inhibition, actives largely listed as inhibitors | actives 6.9% (n = 320,000) | AID 504834 | P. falciparum luciferase reporter growth, 96 h; further: potency means the concentration at half of the fitted maximal effect; on the % scale 0 is the no-effect control and ±100 the full control effect
#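 Compounds incubated with erythrocytes infected by luciferase-expressing P. falciparum (2% hematocrit, 0.05% parasitemia final) for 96 hours, 37 C in 5% CO2. Growth inhibition scored as decreased luciferase luminescence.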
# Shiga inhibitor – Shiga toxin inhibition. actives 9.2% (n = 290,000). inhibition, % at 38.7 µM. AID 2315. Vero cells, Shiga toxin protein synthesis inhibition reporter; in the data active means inhibition mostly above about 28%, no sharp cut-off; inactive means mostly below about 43%; further: 0% is about no effect
# * marks the source's active call; other numbers are inactive results; ? = inconclusive; . = not tested or not shown; & = joins results of further samples; [ ] = remark or other dose. Unless noted, the call rests on the fitted dose curve; in most records, active means well fitted curve in the direction sought with a large enough effect; inconclusive means small, poorly fitted or top-dose-only effect, or another doubt; inactive means no such curve, though single readings can be large; an effect the other way counts as inactive or inconclusive.
SMILES,LmPK inhibitor,HCV inhibitor,TbPYK inhibitor,Pf growth 48h,Cycloheximide cs,Pf growth 96h,Shiga inhibitor
O=C(Cn1nnc(-c2ccccc2)n1)NCc1ccccc1,-21%,8%,-7%,5%,-3,.,-11
COc1ccccc1CCNC1CCC(C(C)(C)C)CC1 (stereo unspecified),-1%,?,4%,2.3µM*,-6,2.6µM*,32
OC(CCN1CCCC1)(c1ccccc1)C1CCCCC1 (stereo unspecified),2%,3%[8.37 µM],2%,-35%,-3,-67%,-9
CCOc1ccccc1N1CCN(c2nc(N)c(C#N)c(CC#N)c2C#N)CC1,0%,-20%&-23%,2%,?,-1,3%,24
COc1ccc(Nc2nnc(-c3ccccc3)c3ccccc23)cc1C(=O)N1CCCCC1,-1%,-2%,-7%,9.3µM*,-2,1.2µM*,-17
CN1C(C(=O)NCc2ccc(OC(F)(F)F)cc2)CC2Cn3c(nc4ccccc43)C21 (stereo unspecified),1%,?,3%,-29%,-1,-7%,6
COCCCNc1c2c(nc3nnnn13)CCCC2,-9%,-7%,0%,18%,-1,?,5
N#C/C(=C(/O)COC(=O)CCC1CCCCC1)c1nc2ccccc2[nH]1,3%,12%,-1%,21%,2,.,10
COCC(=O)Oc1c(S(=O)(=O)c2ccc(C)cc2)c(C)nn1C(C)(C)C,6%,13%,3%,20%,1,3%,-4
O=C(COC(=O)c1ccc2[nH]c3c(c2c1)CCCC3)Nc1ccccc1Cl,4%,?,3%,?,-1,?,3
COC(=O)c1[nH]c2ccc(F)cc2c1NC(=O)C1=COCCO1,-8%,-28%,7%,8%,6,18%,-6
COc1ccc(-c2cc(OC)c3c(C)oc(C)c3c(=O)c2)cc1OC,1%,?,-16%,4.7µM*,4,29%,16
O=C(CN1C(=O)c2ccccc2S1(=O)=O)Nc1ccon1,.,20%,3%,13%,.,-11%,.
Cc1nn(CC(N)=O)c(=O)c2ccccc12,-1%,3%,-11%,?,-2,2.1µM*,-14
CCOC(=O)N1CCN(C(=O)C(=O)Nc2sc3c(c2C(=O)O)CC(C)(C)OC3)CC1,4%,13%,-14%,-18%,-2,?,-15
Cc1nn(C(C)C(=O)NCC2CCCO2)c(=O)c2c1sc1ccccc12 (stereo unspecified),-9%,13%,-15%,5%,-4,39%[activator],-5
CCOc1ccc2[nH]c(=O)c(CN(CCN3CCCC3)C(=S)Nc3ccccc3OCC)cc2c1,2%,?,-6%,6.6µM*,1,?,-7
CCOc1c(Cl)cnn(-c2ccc(C)cc2)c1=O,-3%,-2%,2%,14%,9,0%,-4
O=C(COC(=O)c1cc[n+]([O-])cc1)NCCc1ccc(Cl)cc1Cl,13%,8%,-1%,-20%,1,10%,-10
CN(C)S(=O)(=O)c1ccc(C(=O)OCC2COC(C)(C)O2)cc1 (stereo unspecified),0%,4%,-2%,9%,-9,14%,24
Cc1nc(Cl)sc1C(=O)Nc1cc(F)cc(F)c1,-2%,-18%,-2%,0%,1,?,-2
O=C(CN1CCN(S(=O)(=O)c2cccc(Br)c2)CC1)NCCc1cccs1,.,?,5%,?,.,0%,.
CN(C)S(=O)(=O)c1ccc(C(=O)NCc2nnc(SCC(=O)c3ccccc3)o2)cc1,-4%,-15%,0%,?,-2,-4%,9
O=C(/C=C/c1ccccc1)OCC(=O)c1ccc[nH]1,.,-5%,-6%,72%[activator],.,37%[activator],.
COc1ccccc1NS(=O)(=O)c1ccc(O)c(C(=O)OCc2cccc([N+](=O)[O-])c2)c1,1%,-2%,0%,-13%,13,6%,21
COc1ccccc1NC(=O)CN1C(=O)C(C)Oc2ccccc21 (stereo unspecified),1%,21%,-1%,-17%,4,-8%,17
COc1ccc(-c2cn3cccnc3n2)cc1NC(=O)C1CC1,-1%,?,-3%,25%,1,9.3µM*,-10
COc1ccc(C(c2nnnn2C(C)C)N2CCN(C(=O)c3ccco3)CC2)cc1 (stereo unspecified),-2%,13%,0%,-22%,-8,-5%,-13
Clc1ccc(-c2csc(N/N=C/c3ccco3)n2)cc1,2%,?,-10%,?,38*,?,79*
Cc1ccc(S(=O)(=O)NCC(=O)N(CC2CCCO2)C(C(=O)NC2CCCC2)C(C)C)cc1 (stereo unspecified),-2%,27%,1%,-5%,-3,?,-16
O=C(CCCCCn1nnc2ccccc2c1=O)Nc1ccccc1F,4%,3%,-5%,?,4,0%,29
CCOC(=O)CSc1ncc(-c2ccccc2)nn1,-2%,5%,-1%,.,-3,-58%,-9
COc1ccc(-c2cc(C(F)(F)F)n3ncc(C(=O)NCC4CCCO4)c3n2)cc1OC (stereo unspecified),0%,6%,-2%,?,-7,.,-4
Cc1cc(N2C(=O)C3CCCN3C2c2ccc(Cl)c(Cl)c2)no1 (stereo unspecified),3%,10%,-10%,2%,2,.,18
CCCNS(=O)(=O)c1ccc(CCC(=O)N2CCN(CC)CC2)cc1,-1%,-6%,-2%,.,-2,-4%,-12
CCOc1ccccc1NC(=O)C1COc2ccccc2O1 (stereo unspecified),-1%,-17%,1%,?,9,?,22

# Structures above with sulfur (14):
SMILES,LmPK inhibitor,HCV inhibitor,TbPYK inhibitor,Pf growth 48h,Cycloheximide cs,Pf growth 96h,Shiga inhibitor
COCC(=O)Oc1c(S(=O)(=O)c2ccc(C)cc2)c(C)nn1C(C)(C)C,6%,13%,3%,20%,1,3%,-4
O=C(CN1C(=O)c2ccccc2S1(=O)=O)Nc1ccon1,.,20%,3%,13%,.,-11%,.
CCOC(=O)N1CCN(C(=O)C(=O)Nc2sc3c(c2C(=O)O)CC(C)(C)OC3)CC1,4%,13%,-14%,-18%,-2,?,-15
Cc1nn(C(C)C(=O)NCC2CCCO2)c(=O)c2c1sc1ccccc12 (stereo unspecified),-9%,13%,-15%,5%,-4,39%[activator],-5
CCOc1ccc2[nH]c(=O)c(CN(CCN3CCCC3)C(=S)Nc3ccccc3OCC)cc2c1,2%,?,-6%,6.6µM*,1,?,-7
CN(C)S(=O)(=O)c1ccc(C(=O)OCC2COC(C)(C)O2)cc1 (stereo unspecified),0%,4%,-2%,9%,-9,14%,24
Cc1nc(Cl)sc1C(=O)Nc1cc(F)cc(F)c1,-2%,-18%,-2%,0%,1,?,-2
O=C(CN1CCN(S(=O)(=O)c2cccc(Br)c2)CC1)NCCc1cccs1,.,?,5%,?,.,0%,.
CN(C)S(=O)(=O)c1ccc(C(=O)NCc2nnc(SCC(=O)c3ccccc3)o2)cc1,-4%,-15%,0%,?,-2,-4%,9
COc1ccccc1NS(=O)(=O)c1ccc(O)c(C(=O)OCc2cccc([N+](=O)[O-])c2)c1,1%,-2%,0%,-13%,13,6%,21
Clc1ccc(-c2csc(N/N=C/c3ccco3)n2)cc1,2%,?,-10%,?,38*,?,79*
Cc1ccc(S(=O)(=O)NCC(=O)N(CC2CCCO2)C(C(=O)NC2CCCC2)C(C)C)cc1 (stereo unspecified),-2%,27%,1%,-5%,-3,?,-16
CCOC(=O)CSc1ncc(-c2ccccc2)nn1,-2%,5%,-1%,.,-3,-58%,-9
CCCNS(=O)(=O)c1ccc(CCC(=O)N2CCN(CC)CC2)cc1,-1%,-6%,-2%,.,-2,-4%,-12

# More entries:
SMILES,LmPK inhibitor,HCV inhibitor,TbPYK inhibitor,Pf growth 48h,Cycloheximide cs,Pf growth 96h,Shiga inhibitor
CC(NC(=O)c1ccccc1Cl)c1nnc(SCC(=O)Nc2ccc(C(=O)O)cc2)n1C (stereo unspecified),-7%,4%,-1%,5%,-2,-7%,-4
CC(C)(c1ccccc1)c1ccc(OCCN2CCOCC2)cc1,-2%,-3%,2%,-6%,3,?,18
Cc1[nH]c(-c2ccccn2)nc(=S)c1Cl,-9%,24%,-18%,?,-2,?,-2
NC(=O)c1nsc(C(=O)N(CC(=O)NCc2ccccc2)c2cccc(F)c2)c1N,-4%,-11%,0%,-5%,-7,24%,-6
Cc1cc(C)cc(OCC(=O)Nc2ccc(CN3CCCCC3)cc2)c1,5%,-18%,-9%,12µM*,16,?,-10
CCS(=O)(=O)N1CCC(NC(=O)C(Cc2ccc(OC)c(OC)c2)NC(C)=O)CC1 (stereo unspecified),1%,7%,1%,64%[activator],7,4%,.
COc1ccccc1N1CCN(c2nc(-c3ccccc3)cc(C(F)(F)F)n2)CC1,2%,?,-3%,6%,-2,?,-15
CC1=C(C(=O)OC(C)C)C(c2cncc(-c3ccc(F)cc3)c2)C(C#N)=C(N)O1 (stereo unspecified),0%,3%,5%,?,-4,?,-11
CCCCC(=O)NC(=S)NNC(=O)CCc1ccccc1,2%,-1%,-10%,?,-4,3%,14
O=C(Nc1ccc(-c2nc3cccnc3s2)cc1)C1CCCO1 (stereo unspecified),14µM*,-15%,?,84%[activator],17,-10%,13
COc1ccc(CCNS(=O)(=O)c2ccc(C(=O)NCc3ccco3)cc2)cc1OC,5%,-12%,0%,-4%,-4,11%[5.75 µM],2
CCCn1ncc(CN2CCC(N3CCC(C(=O)N4CCOCC4)CC3)CC2)c1C,4%,-5%,2%,-3%,-4,0%,23
CCOC(=O)c1ccc(NC(=O)N2CCN(Cc3ccccc3)CC2)cc1,5%,-26%,4%,?,15*,-6%,7
O=C(NCc1cccs1)c1cnc2ccccn2c1=O,-1%,-18%,-3%,0%,10,?,51
COc1cc(CC(=O)OCC(=O)N2CC(=O)Nc3ccccc32)cc(OC)c1OC,-2%,9%,1%,66%[activator],1,?,-3
O=C(O)C1C(c2ccccc2)C(C(=O)OCCCO)C1c1ccccc1 (stereo unspecified),6%,27%,1%,.,-1,.,-10
CCCNC(=O)C(Cc1ccccc1)NC(=O)c1cccc([N+](=O)[O-])c1 (stereo unspecified),.,?,0%,8.3µM*,.,?,.
COc1ccc(CCN2C(=O)/C(=C\c3ccco3)SC2=S)cc1OC,1%,-18%,2%,-9%,1,?,-6
O=C(NNc1nc(-c2ccc(Cl)cc2)cs1)c1ccco1,1%,-23%,-9%,12µM*,39*,?,41*
CCOC(=O)C(C(=O)OCC)C(Nc1ccccc1)c1ccccc1 (stereo unspecified),4%,7%,-2%,-6%,-3,-28%,-15

# Screens deposited in PubChem BioAssay by National Center for Advancing Translational Sciences (NCATS).

# Compounds were not picked by outcome, and some 24% of all compounds hit somewhere here.
